Screening data as filed in PubChem.
NCI-60 one-dose screen, 48 h, at 10 µM unless noted. Numbers give growth in % (100 = growth as untreated, 0 = no growth, -100 = all killed).
IGROV1: IGROV1 ovarian cancer. 4.7% of 79,000 active
OVCAR-5: OVCAR-5 ovarian cancer. 2.9% of 82,000 active. AID 1794783
SK-OV-3: SK-OV-3 ovarian cancer cells. AID 1794785. 3.2% of 80,000 active
OVCAR-4: OVCAR-4 ovarian cancer cells; 3.7% of 80,000 active; AID 1794784
DU-145: DU-145 prostate cancer | 4.2% of 81,000 active
NCI/ADR-RES: NCI/ADR-RES ovarian cells | 4.4% of 81,000 active
OVCAR-8: OVCAR-8 ovarian cancer. 4.4% of 81,000 active. AID 1794782
OVCAR-3: OVCAR-3 ovarian cancer; 7% of 79,000 active
Numbers without * were called inactive; & = joins results of further samples. How the source made its calls: active means growth percent below 10; inactive means the rest.

Cc1nn(-c2ccccc2)c2c1[C@@H](C)[C@H]1CC3(CC4(C)C[C@@H]3C1(C)c1c(C)nn(-c3ccccc3)c1N4C)N2C (stereo partly drawn) was read as IGROV1 94, OVCAR-5 81, SK-OV-3 81, OVCAR-4 55, DU-145 84, NCI/ADR-RES 57, OVCAR-8 49 and OVCAR-3 53.
`CCOC(=O)c1c(NC(=O)NC(C)(C)C)sc2c1CCCC2` gave IGROV1 82, OVCAR-5 99, OVCAR-4 96, DU-145 90, NCI/ADR-RES 92, OVCAR-8 89 and OVCAR-3 100.
O=C(Nc1ccc(Cl)cc1)C(Cl)Cl was read as IGROV1 83, OVCAR-5 103, SK-OV-3 104, OVCAR-4 83, DU-145 88, NCI/ADR-RES 83, OVCAR-8 95 and OVCAR-3 104.
For COc1ccc(/C(C)=N/NC(=O)c2ccncc2)cc1 the results were IGROV1 97, OVCAR-5 114, SK-OV-3 111, OVCAR-4 105, DU-145 121, NCI/ADR-RES 109, OVCAR-8 97 and OVCAR-3 108.
CC1(c2ccccc2)NC(=O)N(CC(=O)Nc2ccc(C(=O)/C=C/c3ccc(Br)cc3)cc2)C1=O (stereo not drawn) was read as IGROV1 62, OVCAR-5 76, SK-OV-3 94, OVCAR-4 43, DU-145 60, NCI/ADR-RES 80, OVCAR-8 41 and OVCAR-3 27.
COc1ccc(-c2cc(-c3nnc(SCC(=O)c4ccccc4)o3)c3ccccc3n2)cc1OC was read as IGROV1 104, OVCAR-5 101, SK-OV-3 112, OVCAR-4 95, DU-145 102, NCI/ADR-RES 98, OVCAR-8 99 and OVCAR-3 104.
For COc1ccc(NC(=O)c2sc3nc(C)c(C(C)=O)cc3c2N)cc1 the results were IGROV1 115, OVCAR-5 91, SK-OV-3 99, OVCAR-4 96, DU-145 102, NCI/ADR-RES 99, OVCAR-8 92 and OVCAR-3 109.
Screening c1ccc(Nc2ncc(Cc3cccc4ccccc34)s2)cc1 returned IGROV1 86, OVCAR-5 92, SK-OV-3 92, OVCAR-4 72, DU-145 101, NCI/ADR-RES 80, OVCAR-8 92 and OVCAR-3 98.
For CC(C)Sc1ncnc2nc[nH]c12 the results were OVCAR-5 101, OVCAR-4 115, DU-145 121, NCI/ADR-RES 102, OVCAR-8 107 and OVCAR-3 120.
`Cc1c(C(=O)OCCO)cc(-c2ccc(Cl)cc2)n1-c1ccc(Cl)cc1Cl` gave IGROV1 90, OVCAR-5 84, SK-OV-3 73, OVCAR-4 97, DU-145 63, NCI/ADR-RES 77, OVCAR-8 84 and OVCAR-3 92.
`OCC1(O)OCC(O)C(O)C1O` (stereo not drawn) gave IGROV1 114, OVCAR-5 106, SK-OV-3 116, OVCAR-4 106, DU-145 120, NCI/ADR-RES 106, OVCAR-8 102 and OVCAR-3 114.
CNC(=O)c1nc(-c2ccc(OC)c(OC)c2)n(-c2ccc(OC)cc2)n1 was read as IGROV1 87, OVCAR-5 110, SK-OV-3 102, OVCAR-4 101, DU-145 114, NCI/ADR-RES 110, OVCAR-8 99 and OVCAR-3 112.
For COC(=O)C1=C(C(=O)ON)[C@@H]2C=C[C@@]1([C@@H](Cc1ccccc1)Nc1ccccc1)O2 the results were IGROV1 86, OVCAR-5 89, SK-OV-3 107, OVCAR-4 80, DU-145 80, NCI/ADR-RES 90, OVCAR-8 93 and OVCAR-3 -79*.
For CCC/C(=C\c1ccc(O)c(O)c1)C(=O)NC(Cc1ccccc1)C(=O)C(=O)NCc1ccccc1 (stereo not drawn) the results were IGROV1 67, OVCAR-5 98, SK-OV-3 109, OVCAR-4 70, DU-145 99, NCI/ADR-RES 98, OVCAR-8 90 and OVCAR-3 87.
For C=C1CC[C@@H]2[C@](C)(COC(C)=O)[C@H](OC(C)=O)CC[C@@]2(C)[C@@H]1CC(NCCCCCCCC)C1=CCOC1=O (stereo partly drawn) the results were IGROV1 70, OVCAR-5 93, SK-OV-3 77, OVCAR-4 52, DU-145 89, NCI/ADR-RES 88, OVCAR-8 71 and OVCAR-3 49.
`COc1ccc(Cl)cc1/C=C/C=N/NS(=O)(=O)c1ccc(C)cc1` gave IGROV1 105, OVCAR-5 101, SK-OV-3 114, OVCAR-4 88, DU-145 108, NCI/ADR-RES 103, OVCAR-8 91 and OVCAR-3 113.
Screening N#Cc1c(-c2cccc(Br)c2)n2c(nc1=O)SC(=O)C2=O returned IGROV1 105, OVCAR-5 97, SK-OV-3 95, OVCAR-4 102, DU-145 114, NCI/ADR-RES 111, OVCAR-8 104 and OVCAR-3 122.
For O=[N+]([O-])c1ccc(NC2CCCCC2)nc1 the results were IGROV1 104&116, OVCAR-5 100&104, SK-OV-3 108, OVCAR-4 109, DU-145 119&97, NCI/ADR-RES 103&105, OVCAR-8 101&118 and OVCAR-3 114&112.
For COc1cc2ccccc2cc1C(=O)O the results were IGROV1 124, OVCAR-5 101, SK-OV-3 108, OVCAR-4 113, DU-145 116, NCI/ADR-RES 104, OVCAR-8 107 and OVCAR-3 122.
COc1ccc(-c2nc(SCC(C)C)nc(N/N=C(/C)c3ccc(N)cc3)c2C#N)cc1 was read as IGROV1 84, OVCAR-5 94, SK-OV-3 92, OVCAR-4 97, DU-145 90, NCI/ADR-RES 88, OVCAR-8 86 and OVCAR-3 94.
For COc1cccc(NC(=O)Nc2ccc(Nc3ncnc4sc5c(c34)CCN(C(=O)OC(C)(C)C)C5)cc2)c1 the results were IGROV1 90, OVCAR-5 99, SK-OV-3 86, OVCAR-4 101, DU-145 108, NCI/ADR-RES 96, OVCAR-8 86 and OVCAR-3 96.
For Nc1ccc(C(=O)Nc2ccccc2)cc1 the results were IGROV1 106, OVCAR-5 96, SK-OV-3 109, OVCAR-4 103, DU-145 97, NCI/ADR-RES 103, OVCAR-8 104 and OVCAR-3 111.
COc1ccc(NS(=O)(=O)c2ccc(N)cc2)nn1 was read as IGROV1 108, SK-OV-3 98, OVCAR-4 108, DU-145 112, NCI/ADR-RES 98, OVCAR-8 93 and OVCAR-3 106.
For CN[C@]1(c2ccccc2Cl)CCCC[C@H]1NCCCc1ccc(F)cc1 the results were IGROV1 93, OVCAR-5 95, SK-OV-3 90, OVCAR-4 85, DU-145 105, NCI/ADR-RES 95, OVCAR-8 100 and OVCAR-3 94.
Screening CC(=O)c1ccc(NS(=O)(=O)c2c(O)c3cc(Cl)ccc3oc2=O)cc1 returned IGROV1 105, OVCAR-5 103, SK-OV-3 94, OVCAR-4 102, DU-145 103, NCI/ADR-RES 93, OVCAR-8 101 and OVCAR-3 105.
For COc1cc2c(cc1OCCCOc1cc3c(cc1OC)C(=O)N1CC(F)(F)C[C@H]1C=N3)N=C[C@@H]1CC(F)(F)CN1C2=O the results were IGROV1 0.8*, OVCAR-5 14, SK-OV-3 46, OVCAR-4 35, DU-145 17, NCI/ADR-RES 77, OVCAR-8 18 and OVCAR-3 23.
`Cc1ccc(C(=O)c2ccc(CCc3ccc(C(=O)c4ccc(C)cc4)cc3)cc2)cc1` gave IGROV1 99, OVCAR-5 102, SK-OV-3 92, OVCAR-4 83, DU-145 100, NCI/ADR-RES 83, OVCAR-8 93 and OVCAR-3 97.
For O=C1N=c2cc3c(cc2=C/C1=C/c1sc(=S)n(Cc2ccco2)c1O)OCO3 the results were IGROV1 81, OVCAR-5 92, SK-OV-3 101, OVCAR-4 98, DU-145 62, NCI/ADR-RES 54, OVCAR-8 65 and OVCAR-3 100.
`COc1cc(-c2nc(N)n(C(=S)Nc3ccccc3)n2)cc(OC)c1OC` gave IGROV1 102, OVCAR-5 99, SK-OV-3 115, OVCAR-4 91, DU-145 99, NCI/ADR-RES 99, OVCAR-8 103 and OVCAR-3 97.
For O=c1oc2cc(Br)ccc2cc1-c1nc2ccccc2[nH]1 the results were IGROV1 88, OVCAR-5 105, SK-OV-3 100, OVCAR-4 82, DU-145 76, NCI/ADR-RES 94, OVCAR-8 96 and OVCAR-3 101.
Screening O=C1c2ccccc2C(=O)N1/N=C/c1cc(Cl)cc(Cl)c1O returned IGROV1 113, OVCAR-5 108, SK-OV-3 104, OVCAR-4 109, DU-145 120, NCI/ADR-RES 114, OVCAR-8 102 and OVCAR-3 119.
CN(C)CCCN(c1ccccc1)c1ccccc1 was read as IGROV1 103, OVCAR-5 93, SK-OV-3 111, OVCAR-4 109, DU-145 105, NCI/ADR-RES 98, OVCAR-8 104 and OVCAR-3 106.
`C=C1CCC2C3(C)COC(c4cccs4)OC3CCC2(C)C1CC(NCc1ccccc1)C1=CCOC1=O` (stereo not drawn) gave IGROV1 89, OVCAR-5 101, SK-OV-3 108, OVCAR-4 95, DU-145 96, NCI/ADR-RES 78, OVCAR-8 97 and OVCAR-3 87.
`COc1ccc(CN2CC3CC3(COc3ccc(F)c(F)c3)C2)cc1F` (stereo not drawn) gave IGROV1 97, OVCAR-5 99, SK-OV-3 99, OVCAR-4 104, DU-145 105, NCI/ADR-RES 98, OVCAR-8 97 and OVCAR-3 103.
For S=C(Nc1ccccc1)N(/N=C/C=C/c1ccccc1)c1nnc(-c2ccccc2)c(-c2ccccc2)n1 the results were IGROV1 99, OVCAR-5 113, SK-OV-3 100, OVCAR-4 96, DU-145 109, NCI/ADR-RES 105, OVCAR-8 96 and OVCAR-3 109.
Screening NS(=O)(=O)c1cccc(Nc2nc(SCc3ccccc3)nc3ccccc23)c1 returned IGROV1 99, OVCAR-5 95, SK-OV-3 111, OVCAR-4 96, DU-145 104, NCI/ADR-RES 107, OVCAR-8 96 and OVCAR-3 108.
Screening CCOc1ccc2[nH]c(=S)sc2c1 returned IGROV1 89, OVCAR-5 98, SK-OV-3 105, OVCAR-4 108, DU-145 111, NCI/ADR-RES 104, OVCAR-8 96 and OVCAR-3 117.
Screening Cc1cc(O)c(C(C)C)cc1SC#N returned IGROV1 90, OVCAR-5 88, SK-OV-3 96, OVCAR-4 93, DU-145 103, NCI/ADR-RES 98, OVCAR-8 94 and OVCAR-3 94.
`Cc1cc(=O)[nH]c(=O)n1Cc1cn(-c2c3ccccc3nc3ccccc23)nn1` gave IGROV1 33, OVCAR-5 120, SK-OV-3 96, OVCAR-4 106, DU-145 16, NCI/ADR-RES 106 and OVCAR-3 91.
For COc1ccnc(CS(=O)c2nc3ccc(OC(F)F)cc3[nH]2)c1OC (stereo not drawn) the results were IGROV1 107, OVCAR-5 120, SK-OV-3 105, OVCAR-4 94, NCI/ADR-RES 100, OVCAR-8 97 and OVCAR-3 102.
Screening COc1cc(C2CC(c3ccc(Nc4nc(Nc5ccc(F)cc5)nc(Nc5ccc(Cl)cc5)n4)cc3)=NN2C(C)=O)cc(OC)c1OC (stereo not drawn) returned IGROV1 44, OVCAR-5 83, SK-OV-3 93, OVCAR-4 78, DU-145 110, NCI/ADR-RES 70, OVCAR-8 63 and OVCAR-3 83.

Quoted from the listing, ten compounds:
CC1(c2ccccc2)NC(=O)N(CC(=O)Nc2ccc(C(=O)/C=C/c3ccc(Br)cc3)cc2)C1=O (stereo not drawn) was read as IGROV1 62, OVCAR-5 76, SK-OV-3 94, OVCAR-4 43, DU-145 60, NCI/ADR-RES 80, OVCAR-8 41 and OVCAR-3 27.
COc1ccc(-c2cc(-c3nnc(SCC(=O)c4ccccc4)o3)c3ccccc3n2)cc1OC was read as IGROV1 104, OVCAR-5 101, SK-OV-3 112, OVCAR-4 95, DU-145 102, NCI/ADR-RES 98, OVCAR-8 99 and OVCAR-3 104.
For COc1ccc(NC(=O)c2sc3nc(C)c(C(C)=O)cc3c2N)cc1 the results were IGROV1 115, OVCAR-5 91, SK-OV-3 99, OVCAR-4 96, DU-145 102, NCI/ADR-RES 99, OVCAR-8 92 and OVCAR-3 109.
Screening c1ccc(Nc2ncc(Cc3cccc4ccccc34)s2)cc1 returned IGROV1 86, OVCAR-5 92, SK-OV-3 92, OVCAR-4 72, DU-145 101, NCI/ADR-RES 80, OVCAR-8 92 and OVCAR-3 98.
For CC(C)Sc1ncnc2nc[nH]c12 the results were OVCAR-5 101, OVCAR-4 115, DU-145 121, NCI/ADR-RES 102, OVCAR-8 107 and OVCAR-3 120.
`Cc1c(C(=O)OCCO)cc(-c2ccc(Cl)cc2)n1-c1ccc(Cl)cc1Cl` gave IGROV1 90, OVCAR-5 84, SK-OV-3 73, OVCAR-4 97, DU-145 63, NCI/ADR-RES 77, OVCAR-8 84 and OVCAR-3 92.
`OCC1(O)OCC(O)C(O)C1O` (stereo not drawn) gave IGROV1 114, OVCAR-5 106, SK-OV-3 116, OVCAR-4 106, DU-145 120, NCI/ADR-RES 106, OVCAR-8 102 and OVCAR-3 114.
CNC(=O)c1nc(-c2ccc(OC)c(OC)c2)n(-c2ccc(OC)cc2)n1 was read as IGROV1 87, OVCAR-5 110, SK-OV-3 102, OVCAR-4 101, DU-145 114, NCI/ADR-RES 110, OVCAR-8 99 and OVCAR-3 112.
For COC(=O)C1=C(C(=O)ON)[C@@H]2C=C[C@@]1([C@@H](Cc1ccccc1)Nc1ccccc1)O2 the results were IGROV1 86, OVCAR-5 89, SK-OV-3 107, OVCAR-4 80, DU-145 80, NCI/ADR-RES 90, OVCAR-8 93 and OVCAR-3 -79*.
For CCC/C(=C\c1ccc(O)c(O)c1)C(=O)NC(Cc1ccccc1)C(=O)C(=O)NCc1ccccc1 (stereo not drawn) the results were IGROV1 67, OVCAR-5 98, SK-OV-3 109, OVCAR-4 70, DU-145 99, NCI/ADR-RES 98, OVCAR-8 90 and OVCAR-3 87.
